Source: PubChem BioAssay (National Center for Advancing Translational Sciences (NCATS))
Giardia killer: kills Giardia lamblia; Giardia lamblia trophozoite viability; 0.15% of 340,000 active; activity change, % at 7.66 µM, hits read low; in the data active = activity change below about -80%; inconclusive = between about -30% and that limit;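 also: parasites exposed to compound for two days anaerobically before the ATP read; % is scaled to controls: 0 for no effect and ±100 for the full control effect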
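Luminescent ATP signal served as the viability read-out, measured 15-30 min after adding ATP detection reagent to trophozoites that had been incubated with compounds for 48 hrs at 37 deg C anaerobically at 100 cells/well.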
GALK inh: galactokinase (human) inhibition. P51570. Purified GALK, Kinase-Glo residual ATP luminescence. Potency, µM (highest dose often 57.5 µM), for inactives: at the top dose activity change, negative = inhibition, hits mostly inhibitors. 0.007% of 270,000 active. AID 1868; also: potency is read from the fitted curve at half-maximal effect; % is scaled to controls: 0 for no effect and ±100 for the full control effect
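Luminescence from leftover ATP (Ultra-Glo luciferase/luciferin) served as read-out after a 1 h room-temperature reaction of 5 nM GALK with 35 uM ATP and 100 uM galactose.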
AT treatment: candidate therapy for ataxia-telangiectasia | 0.19% of 320,000 active | AID 485349 | Potency, µM (series often up to 57.5 µM), for inactives: top-dose activation, most hits filed as activators | […] A-T fibroblasts, KAP-1 phosphorylation AlphaLISA; neocarzinostatin DNA damage 30 min before lysis; also: potency is read from the fitted curve at half-maximal effect; % of control where 0% means no effect; nearly all actives have a fitted effect of over 45% in size
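hTERT-immortalized A-T patient fibroblasts ([…]), 500 cells/well in OPTI-MEM, 1% FBS, got compounds for 60 min, then NCS for 30 min at 37C. Lysates were then assayed for phospho-KAP-1 by AlphaLISA (anti-pKAP1 donor, anti-KAP1 acceptor beads), 6 hr at 25C.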
Tb PFK block: blocks T. brucei phosphofructokinase. O15648. T. brucei PFK, ADP-Glo luminescence. Potency, µM (highest dose often 57.5 µM), for inactives: top-dose activity, negative = inhibition, hits mostly inhibitors. 0.17% of 330,000 active. AID 485367;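 also: potency is read from the fitted curve at half-maximal effect; 0% = uninhibited 1x PFK enzyme wells and -100% = no-enzyme wells; nearly all actives have a fitted effect of over 60% in size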
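PFK 1.25 nM, F6P 0.5 mM, ATP 0.1 mM, 0.1 M TEA pH 8.0, 5 mM MgCl2, 0.01% Tween20, 0.1% BSA; 45 min RT. ADP-Glo readout. qHTS titration up to 57 uM; curves fitted, compounds curve-classed.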
MLL CXXC-DNA inh: blocks binding of human MLL CXXC domain to DNA | Q03164 | MLL-CXXC / FITC-HOXA9 DNA fluorescence polarization | Potency, µM (doses to about 115 µM), without a hit: at the top dose activity change, negative = inhibition, hits mostly inhibitors | 0.037% of 290,000 active; active = well fitted inhibition curve with a large enough effect in the polarisation, with a control signal flat, not every such curve was filed as active; inconclusive = small, poorly fitted or top-dose-only effect, or effect the other way, or a change in a side signal; inactive = no such curve, though single readings can be large or run the other way; the % refers to the polarisation; also: potency is read from the fitted curve at half-maximal effect
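Purified MLL-CXXC (added from a 7 uM solution) was preincubated 5 min at ambient with pinned compounds in 50 mM Tris-HCl pH 7.5, 50 mM NaCl, 1 mM DTT, 0.05% BSA. Fluorescein-labeled HOX-A9 DNA (50 nM solution) followed, 30 min, then polarization read.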
KCNH2 WT inh: inhibitors of human wildtype KCNH2 potassium channel; U2OS, BacMam KCNH2, thallium flux FluxOr; active compounds read low; activity change, % at 1.84 µM; 0.37% of 340,000 active;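 active = maximum activity change below -70%; inconclusive = maximum activity change between -70% and -50%; inactive = maximum activity change above -50%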; also: % is scaled to controls: 0 for no effect and ±100 for the full control effect
Target sequence (Q12809 whole entry, looked up): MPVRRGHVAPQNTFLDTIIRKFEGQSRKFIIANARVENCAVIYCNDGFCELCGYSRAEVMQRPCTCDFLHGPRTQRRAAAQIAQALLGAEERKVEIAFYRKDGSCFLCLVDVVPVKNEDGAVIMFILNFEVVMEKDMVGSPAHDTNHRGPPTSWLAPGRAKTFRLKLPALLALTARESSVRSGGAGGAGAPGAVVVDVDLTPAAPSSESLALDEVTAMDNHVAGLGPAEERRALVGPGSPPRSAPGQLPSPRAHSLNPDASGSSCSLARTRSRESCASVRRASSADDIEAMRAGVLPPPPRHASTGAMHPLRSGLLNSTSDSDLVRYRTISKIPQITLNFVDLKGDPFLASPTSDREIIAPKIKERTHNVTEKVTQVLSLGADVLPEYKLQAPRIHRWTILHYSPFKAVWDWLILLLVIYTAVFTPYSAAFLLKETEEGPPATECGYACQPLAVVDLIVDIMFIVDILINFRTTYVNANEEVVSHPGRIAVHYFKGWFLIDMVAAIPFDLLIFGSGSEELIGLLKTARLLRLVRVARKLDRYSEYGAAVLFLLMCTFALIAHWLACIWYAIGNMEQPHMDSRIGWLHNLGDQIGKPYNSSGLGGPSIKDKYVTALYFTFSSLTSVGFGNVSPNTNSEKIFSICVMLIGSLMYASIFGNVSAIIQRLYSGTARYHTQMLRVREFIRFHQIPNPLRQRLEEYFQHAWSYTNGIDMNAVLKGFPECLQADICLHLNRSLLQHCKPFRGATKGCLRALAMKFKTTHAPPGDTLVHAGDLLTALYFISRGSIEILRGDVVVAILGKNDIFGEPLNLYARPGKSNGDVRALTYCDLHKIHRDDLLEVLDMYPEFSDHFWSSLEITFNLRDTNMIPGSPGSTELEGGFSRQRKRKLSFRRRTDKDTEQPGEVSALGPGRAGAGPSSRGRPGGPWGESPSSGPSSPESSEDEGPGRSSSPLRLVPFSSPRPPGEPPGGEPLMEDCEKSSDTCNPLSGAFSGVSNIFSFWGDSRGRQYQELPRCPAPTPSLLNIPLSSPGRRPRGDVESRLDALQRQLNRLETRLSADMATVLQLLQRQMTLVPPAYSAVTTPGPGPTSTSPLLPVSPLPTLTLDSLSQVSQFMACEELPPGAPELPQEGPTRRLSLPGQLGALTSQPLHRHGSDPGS
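U2OS cells were transduced with wild-type KCNH2 virus (2.03 x 10^8 / mL) for 4 h at room temperature, then cultured overnight at 37 C. Thallium flux was read with FluxOr dye. Rate constants were normalized to DMSO controls.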
TSHR antag: human thyrotropin receptor antagonism. TSHR-expressing cells, TSH-stimulated cAMP HTRF, 2 h; active compounds read low. activity change, negative = inhibition, % at 11.5 µM. 0.2% of 330,000 active;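 active = activity change below a set negative limit, meaning inhibition stronger than a set level, cut at about -70% in these data; inconclusive = activity change between two set negative limits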; also: % is scaled to controls: 0 for no effect and ±100 for the full control effect
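Cell-based HTRF cAMP assay; TSHR cells + compound, TSH EC80 (4nM final), 2 h, 37 deg C. Lysis with anti-cAMP cryptate and cAMP-d2, 30 min RT, read 665/620 nm.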
TCR activator: activates T cell receptor signaling; 330,000 tested, under 10 active; Potency, µM (doses to about 9.22 µM), for the others: at the top dose activation of IL-2 secretion, hits mostly activators; primary human leukocytes, anti-CD3, IL-2 HTRF, 48 h; also: % of control where 0% means no effect
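HTRF read-out of IL-2 secretion: europium cryptate donor excited at 320nm, d2 acceptor emission at 665nm. Cells were primary human leukocytes incubated 48 hr with compounds and a-CD3 beads, supplying TCR signal only.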
Coupling enz: coupling enzyme interference in Giardia aldolase counter-screen | AID 2472 | coupling enzyme system counterscreen, AmpLite Red fluorescence | 0.67% of 290,000 active | activity change, negative = inhibition, % at 58.2 µM, hits read low; in the data active = activity change below about -30%; also: % is scaled to controls: 0 for no effect and ±100 for the full control effect
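First, compound is pin-transferred into glyceraldehyde-3-phosphate coupling-enzyme reagent at 57.5 uM final and held 10 min at RT. Next, substrate, coupling system and AmpLite Red are added. After 20 min RT, fluorescence (525/598 nm) is read.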
BCR signal inh: blocks chronic active B-cell receptor signaling. Potency, µM (series often up to 46.1 µM), for inactives: at the highest dose ratio change, negative = lower green/red ratio, actives largely listed as inhibitors. ABC-DLBCL IkBa-CBG/CBR reporter, luminescence ratio, 4 h. 0.05% of 340,000 active. AID 493014; active = well fitted inhibition curve with a large enough effect in the signal ratio, with a control signal flat, not every such curve was filed as active; inconclusive = small, poorly fitted or top-dose-only effect, or effect the other way, or a change in a side signal; the % refers to the signal ratio;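 also: potency is read from the fitted curve at half-maximal effect; plate controls were basal doxycycline-induced cells for no effect and cells given 10 µM MG132 for full effect; MG132 reads +100%, hits lower the ratio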
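TMD8 ABC-DLBCL cells carrying doxycycline-inducible green luciferase fused to IkappaBalpha plus unfused red luciferase were exposed to compounds (up to 46 uM) for 4 hrs at 37C. Activity came from the overlap-corrected green/red luminescence ratio.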
An asterisk follows results filed as active; u = inconclusive; x = not tested or not shown; & = joins results of further samples; [ ] = another dose, or the depositor's remark. Unless noted, calls follow the shape of the dose curve; as a rule, active = well fitted curve in the direction sought with a large enough effect; inconclusive = small, poorly fitted or top-dose-only effect, or another doubt; inactive = no such curve, though single readings can be large; an effect the other way counts as inactive or inconclusive.

SMILES	Giardia killer	GALK inh	AT treatment	Tb PFK block	MLL CXXC-DNA inh	KCNH2 WT inh	TSHR antag	TCR activator	Coupling enz	BCR signal inh
Cc1onc(-c2ccccc2Cl)c1C(=O)Nc1nn[nH]n1	-2	0%	0%	-6%	-8%	-26	-10	4%	0	0%
O=C(Nc1nc2ccc([N+](=O)[O-])cc2s1)C1CCCO1 (stereo not drawn)	-18	-5%	-8%	0%	-8%	0	3	2%	5	-2%
CC1CCCN(C(=O)COC(=O)c2ccc[nH]c2=O)C1 (stereo not drawn)	-8	0%	x	-6%	-8%	-4	-2	-7%	-3	-3%
CCOC(=O)Nc1ccc2c(CNC(C)c3ccccc3OC)cc(=O)oc2c1 (stereo not drawn)	u	1%	12%	0%	60%	19	16	-5%	-5	-8%
Cc1cc([N+](=O)[O-])ccc1NC(=O)C(C)[n+]1ccccc1 (stereo not drawn)	11	-2%	0%	-2%	-4%	-3	-2	-3%	-2	-2%
CC(NC(=O)COc1cccc(Br)c1)C(=O)O (stereo not drawn)	-7	-2%	-4%	-3%	8%	2	6	3%	5	-8%
Cc1noc(C)c1NC(=O)Nc1ccc2c(c1)C(=O)N([C@H](C)CO)C[C@H](C)[C@@H](CN(C)C(=O)Nc1c(C)noc1C)O2	1	x	11%	1%	x	-4	25	-4%	x	-1%
CC(=O)n1cc([C@@H]2C=C(C(=O)N3CCOCC3)O[C@H](OCc3ccc(CO)cc3)C2)c2ccccc21	-29	2%	9%	2%	-17%	x	0	-4%	-4	-27%
CC(C)=CCC[C@](C)(O)C1CC[C@]2(C)C1C(O)CC1[C@@]3(C)CCC(O)C(C)(C)C3C(O[C@@H]3OC(CO)C(O)C(O)C3O[C@@H]3OC(C)C(O)C(O)C3O)C[C@]12C (stereo partly drawn)	1	x	0%	1%	x	-1	22	-4%	x	1%
COc1ccccc1CNC(=O)COC(=O)CCC(=O)c1cccs1	-18	-1%	10%	-1%	45%	-1	-29	1%	-26	2%
Cn1c(N)c(C(=O)COC(=O)c2ccnc3ccccc23)c(=O)n(C)c1=O	-2	x	-7%	-6%	0%	9	0	-1%	0&4	8%
COc1ccc(N(CC(=O)NCc2ccc(Cl)cc2)S(=O)(=O)c2c(C)nn(C)c2C)cc1	-14	3%	6%	5%	3%	-4	7	0%	x	-3%
CC(C)C1OC2(C)OC(=N)C1(C#N)C(C#N)(C#N)C2c1ccccc1 (stereo not drawn)	-5	1%	1%	0%	18µM*	3	-6	-2%[46.1 µM]	1	0%
O=S(=O)(NCc1ccccn1)c1ccc(Cl)s1	-7	9%	8%	-2%	1%	-10	6	-7%	3	0%
COc1ccc(-c2c3c(cc(C)[n+]2[O-])oc2ccc(OC)cc23)cc1	-16	1%	0%	0%	3%	-14	-1	1%[46.1 µM]	0	0%
C/C(CC(=O)NC12CC3CC(CC(C3)C1)C2)=N\NC(=O)c1ccc(C)cc1	-8	-2%	5%[11.5 µM]	0%	-14%	-9	-6	-3%	0	-8%
COc1ccc(/C=C(\NC(=O)c2ccccc2)C(=O)N/N=C/c2sccc2C)cc1	2	0%	1%	-6%	10%	0	11	-3%[46.1 µM]	0	0%
CCC1(C)Cc2c(sc(NC(=O)CCC(=O)O)c2C#N)CO1 (stereo not drawn)	-4	-1%	0%	-3%	7%	1	9	-1%	-2	-4%
Cc1c(C)n(Cc2ccccc2)c2ccc(C(=O)NCCN3CCOCC3)cc12	7	-2%	0%	-7%	37%	-3	-5	-5%	4	5%
COc1ccc(-c2cc(N)n(S(=O)(=O)c3c(F)c(F)c(F)c(F)c3F)n2)cc1OC	11	2%	-7%	25%	8%	-3	-11	x	8	u
O=C(c1ccc2c(c1)C(=O)N(Cc1ccco1)C2=O)N1CCOCC1	-3	-2%	0%	5%	-4%	5	6	9%	2	-8%
O=S(=O)(c1cc(F)ccc1F)N1CCN(c2ncccn2)CC1	-15	2%	9%	0%	-2%	9	13	-4%	1	-1%
COc1ccc(OCC(O)Cn2c(=N)n(CCN3CCCCC3)c3ccccc32)cc1 (stereo not drawn)	-13	0%	3%	2%	-11%	17	-9	4%	-2	u
COc1cc(OC)c(S(=O)(=O)N2CCCCC2)cc1S(=O)(=O)N1CCCCC1	3	0%	0%	-2%	-6%	-4	1	-23%	2	-3%
CCN(CC)S(=O)(=O)c1cccc(N=NC2=C(O)CCCC2=O)c1	11	-1%	-4%	-1%	12%	2	-4	6%[46.1 µM]	0	10%
O=C(NCCc1cccs1)C1CC(c2c(Cl)cccc2Cl)=NO1 (stereo not drawn)	-24	x	9%	-6%	2%	2	x	-8%	1	13%
Cc1cccc(-n2nc3c(c2NC(=O)C(C)C)CSC3)c1	43[activator]	8%	3%	0%	-7%	16	4	0%	1	10%
Cc1ccc(CNC(=O)CCS(=O)(=O)c2ccc3c(c2)NC(=O)CO3)cc1	9	-1%	1%	-5%	u	8	-10	2%	-3	-1%
Cc1ccccc1SC1CCN(Cc2nc(C3CC3)no2)CC1	2	-2%	7%	-7%	11%	-5	-4	5%	2	9%
CNS(=O)(=O)c1ccc2ccccc2c1	-24	5%	5%	-1%	-3%	-18	7	9%	-6	0%
CCc1nnc(NC(=O)C2CC(=O)N(C3CCCCC3)C2)s1 (stereo not drawn)	-13	-2%	-6%	-2%	-3%	-13	2	8%	-6	0%
O=C(CSc1nc2c([nH]c3ccccc32)c(=O)n1-c1ccccc1)N1CCOCC1	11	0%	-2%	1%	45%[activator]	0	2	0%	3	u
Cc1ccc(-c2cc(C(=O)Nc3cc(C(=O)O)ccc3C)c3ccccc3n2)cc1	-3	0%	-4%	-3%	-2%	-1	-18	0%	0	2%
COc1ccc2oc(=O)c(C(=O)Nc3ccccc3-c3ccccc3)cc2c1	-14	-4%	6%	-12%	-2%	-2	10	-4%	4	10%
O=C(CSc1nccn1Cc1ccccc1)NC1CCCC1	5	3%	-12%	1%	4%	2	18	5%	x	-8%
COc1ccccc1NC(=O)c1ccccc1NC(=O)c1cc(Cl)ccc1NC(=O)c1ccco1	6	-1%	3%	0%	-6%	11	25	-2%	3	3%
COc1ccc(C(C(=O)NC2CCCCC2)N(C(=O)c2sc(C)nc2C)c2ccccc2)cc1 (stereo not drawn)	-1	x	-3%	1%	4%	7	-6	-6%[46.1 µM]	2	1%
O=C(CCN1CCOCC1)NNC(=O)Nc1cccc(Cl)c1	23	-2%	16%	-6%	-8%	9	23	-12%	x	0%
COc1ccccc1CNc1ncnc2nc[nH]c12	4	0%	10%	13%	11%	19	15	-4%[46.1 µM]	8	u
O=C(NNC(=O)C12CC3CC(CC(C3)C1)C2)c1ccccc1[N+](=O)[O-]	-19	5%	3%	-4%	9%	8	-9	1%	11	-11%
O=C(Nc1cccc2nsnc12)c1cccnc1Cl	3	-1%	0%	2%	8%	5	-6	2%[46.1 µM]	-1	-7%
Cc1cccc(NC(=S)N2CCCCC2)c1	3	2%	-1%	-1%	23%	-1	7	-6%[46.1 µM]	10	2%
CCCC(=O)c1cc2c(cc1NC(=O)CC)OCCO2	5	-2%	1%	1%	0%	9	2	4%	-2	4%
O=C(c1ccc(OC(F)(F)F)cc1)c1ncc[nH]1	-2	2%	-1%	-11%	-4%	-5	5	-3%	1	-2%
COc1ccc2nc(N3CCCC(C(=O)NCCCN4CCN(C)CC4)C3)sc2c1 (stereo not drawn)	-18	0%	2%	3%	-1%	2	8	-2%	-3	-15%
Cc1ccc(Cl)cc1NC(=O)Cn1c(C)csc1=O	4	x	2%	-10%	x	22	3	5%	x	-11%
CN(CC(=O)Nc1ccc(Cl)cc1)C(=O)CCNC(=O)c1ccc(Cl)cc1	5	x	-3%	8%	x	11	24	8%	x	-13%
CN1C(=O)c2ccc(C(=O)NCc3ccc4c(c3)OCO4)cc2C1=O	2	1%	9%	-8%	1%	-4	-5	0%[46.1 µM]	5	2%
NC(=O)c1ccccc1	-8	-3%	-1%	0%	8%&-1%	5	-10&-9	56%	-2	-1%
COc1ccc(NC(=O)COC(=O)c2cc(OC)c(OC)cc2NC(=O)c2ccco2)cc1OC	5	2%	-1%	-1%	-5%	6	-4	-3%	4	17%
CNc1nc(Sc2cccc(C(F)(F)F)c2)cc(C(F)(F)F)n1	-6	1%	9%	-3%	-3%	4	1	0%	0	u
O=C(N/N=C/c1cc([N+](=O)[O-])ccc1O)C(O)(c1ccccc1)c1ccccc1	13	0%	-10%	1%	-13%	17	14	2%	-1	u
CCCCCCCCOC(=O)C[N+](C)(C)C/C=C(/C)Cl	-2	0%	18%	-1%	-2%	-2	27	-2%[46.1 µM]	5	0%
CC1CCN(S(=O)(=O)N2CCCC(C(=O)NCc3ccc(F)cc3)C2)CC1 (stereo not drawn)	13	6%	17%	1%	0%	-7	-1	3%	x	1%
